TbREL1 primary – TbREL1 inhibition, primary screen; inhibition, % at 9.66 µM; AID 1117264; P86926; TbREL1 RNA ligation, FRET fluorescence; 89,000 tested, 0.49% active;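 active = inhibition above the mean inhibition across all screened compounds plus 3 SD, cut at about 11% in these data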;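 note: 0% = plate median of test wells and 100% = NSC42067 control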
Target sequence (P86926 whole entry, looked up): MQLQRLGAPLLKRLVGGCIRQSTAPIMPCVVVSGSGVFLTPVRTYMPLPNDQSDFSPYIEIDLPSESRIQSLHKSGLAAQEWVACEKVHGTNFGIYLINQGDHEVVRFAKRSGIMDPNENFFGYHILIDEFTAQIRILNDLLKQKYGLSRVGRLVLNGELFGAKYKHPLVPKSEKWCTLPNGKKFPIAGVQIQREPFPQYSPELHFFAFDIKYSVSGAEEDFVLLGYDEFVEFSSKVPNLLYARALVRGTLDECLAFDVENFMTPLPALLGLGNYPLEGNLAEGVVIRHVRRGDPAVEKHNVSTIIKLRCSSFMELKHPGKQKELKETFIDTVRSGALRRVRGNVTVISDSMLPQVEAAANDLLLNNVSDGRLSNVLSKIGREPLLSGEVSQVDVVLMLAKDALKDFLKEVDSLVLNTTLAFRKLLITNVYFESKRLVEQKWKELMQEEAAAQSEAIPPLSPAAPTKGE
* hit, by the source's call. These rows are one share of the data. The share of hits here may be higher or lower than overall.

TbREL1 primary | Molecule
3 | Cc1ccc2oc(=O)c3cnn(CC(=O)N4CCc5ccccc5C4)c3c2c1
1 | NNc1nc2c(F)cccc2s1
2 | COc1ccc(NS(=O)(=O)c2c(F)cccc2F)cc1S(=O)(=O)N1CCOCC1
-4 | Cc1ccc(C)c(N2CCN(CCCNC(=O)CCn3c(=O)c4cccn4c4cccnc43)CC2)c1
-2 | CC(C)OCCCNC(=O)c1cc(Sc2ccc(F)cc2)nc2ccccc12
-5 | O=C(c1sc2ccccc2c1Cl)N(Cc1ccco1)C1CCS(=O)(=O)C1 (stereo not given)
1 | Cc1cc(-c2ccccc2)oc(=O)c1NC(=O)c1ccccc1
-5 | C=C(C)CC(NCc1ccco1)c1ccc(OC)cc1 (stereo not given)
-2 | CC(C)(C)C1=Nn2c(nnc2C2CCCCC2)SC1
2 | CCO/C=C1/C(=O)N(C)C(=O)c2cc(OC)ccc21
3 | COC(=O)c1sccc1NC(=O)CSc1cc(Cl)ccc1Cl
3 | Cc1cc(Nc2ccccc2)nn1C(=O)c1ccc(Cl)cc1
-2 | COc1cc(NC(=O)c2cc(OC)c(OC)c(OC)c2)c2ncccc2c1
2 | Cc1ccc(CSC2=NCCN2C(=O)C2CC2)cc1
6 | Cc1nn(C)c(C(=O)N/N=C/c2ccc(C(F)(F)F)cc2)c1[N+](=O)[O-]
3 | O=C(Oc1ccc2c(=O)c(Cl)coc2c1)c1ccncc1
-5 | Cc1nn(Cc2ccc(Cl)cc2)c(C)c1NC(=O)c1cc(-c2ccco2)on1
1 | COc1ccc(OC)c(C(C(=O)NC2CCCCC2)N(Cc2ccco2)C(=O)c2ccccn2)c1 (stereo not given)
6 | Cc1cc(NS(=O)(=O)c2ccc(NC(=O)/C=C/c3ccccc3)cc2)no1
-1 | Cc1nc2sc(C(c3ccccc3)N3CCN(c4ccccc4F)CC3)c(O)n2n1 (stereo not given)
-1 | COc1ccc(CCN(C)Cc2nc(-c3cnccn3)no2)cc1OC
4 | COC(=O)c1[nH]c2ccccc2c1NC(=O)CN1CCCc2ccccc21
-3 | O=C(Nc1ccccc1F)c1cc2nc(C(F)F)cc(C(F)F)n2n1
-1 | N#Cc1c(NC(=S)NC(=O)C2CCCC2)sc2c1CCCCC2
-3 | CCC(CC)NC(=O)Cc1ccccc1OC
1 | O=C(CO/N=C1\CCCc2nonc21)Nc1ccc(Br)cc1
-1 | Cc1nn(-c2ccccc2)c(Cl)c1C(=O)NCC(C)C
5 | CCOC(=O)CSc1nnc(CNC(=O)c2ccc(OC)cc2OC)n1-c1ccc(OC)cc1
2 | O=C(Nc1ncccc1Cl)c1cccc(F)c1
-1 | CC(C)(C)C(C(=O)NC1CCCC1)N1CCN(c2ncccc2C#N)CC1 (stereo not given)
-2 | COc1ccccc1C(=O)NC(=O)COC(=O)CNC(=O)c1ccccc1
-2 | CN1CCN(c2ccc3c(c2)C2CC3CCN2C(=O)OCc2ccccc2)CC1 (stereo not given)
1 | O=S1(=O)N=C(Nc2nncs2)c2ccccc21
0 | COCCN1CCN(C(=O)C2CCC(=O)N(Cc3cccc(C(F)(F)F)c3)C2)CC1 (stereo not given)
-2 | COc1nc(NCc2ccco2)nc(N2CCC(C)CC2)n1
-2 | Cc1ccc(C(=O)N/C(=C\c2ccc(-c3cccc([N+](=O)[O-])c3)o2)C(=O)NC(C)(C)C)cc1
-5 | Cc1nnc(SCC(=O)Nc2ccc(N3CCOCC3)cc2)n1-c1ccccc1
-2 | O=C1Nc2ccccc2C(=O)N2[C@H](c3ccc(F)cc3)[C@@H]3C(=O)N(Cc4ccccc4)C(=O)[C@@H]3[C@H]12
-1 | COC(=O)N/N=C/c1cn(CC(C)COc2ccccc2)c2ccccc12 (stereo not given)
-1 | CC(CC(=O)N1CCN(c2ccc(C(F)(F)F)cn2)CC1)n1ccnc1 (stereo not given)
8 | CNS(=O)(=O)c1cc2c3c(cccc3c1)C(=O)NC2=O
3 | CCNC(=O)COc1ccc(/C=C2\COc3ccccc3C2=O)cc1OC
4 | O=C(COC(=O)c1ccc(Br)o1)Nc1ncc([N+](=O)[O-])s1
-2 | CCOc1ccc(N2C(=O)C(CC(=O)Nc3ccc(F)cc3)N(Cc3ccccn3)C2=S)cc1 (stereo not given)
0 | O=C(Cc1ccc(S(=O)(=O)N2CCCC2)s1)Nc1cccc([N+](=O)[O-])c1
4 | O=C(NC(=S)Nc1ccccc1C(F)(F)F)c1ccccc1F
-6 | CC(C)(N[C@@H](Cc1ccccc1)C(=O)NCCc1c[nH]c2ccccc12)C(=O)NC1CCCCC1
2 | Cc1ccc(C)c(NC(=O)c2oc(=O)c3ccccc3c2-c2ccccc2)c1
3 | CN(Cc1ccc(Cl)c(Cl)c1)C(=O)c1cccc(S(=O)(=O)N2CCN(Cc3ccccc3)CC2)c1
-2 | COc1ccc(CC(=O)NC2CCSc3ccccc32)c(OC)c1 (stereo not given)

Next section:
TbREL1 primary | Molecule
0 | Cc1cc2c(ncn2C)c(NS(=O)(=O)c2ccccc2Cl)c1C
-5 | CCOC(=O)c1cc(C)n(-c2ccc(OC)c(OC)c2)c1C
-2 | COCCN(C(=O)COC(=O)C(C)(C)Oc1ccc(Cl)cc1)c1c(N)n(Cc2ccccc2)c(=O)[nH]c1=O
2 | CCCS(=O)(=O)N1CCN=C1SCc1cccc(F)c1
-3 | Cc1ccc(N2CN=C(c3ccccc3)NC2=S)cc1
-3 | N#CCCCC#Cc1ccc2c(c1)COc1c3ccccc3nn1-2
-2 | CCC1C(=O)NCCN1C(=O)CCc1nnc(CCc2ccc(OC)cc2)o1 (stereo not given)
4 | CC(C)CC(=O)Nc1ccc2ccccc2c1
0 | Cc1cc(C)n(C(C)n2nc(C)cc2C)n1
6 | Cc1cc(Cl)ccc1NC(=O)COC(=O)CCNS(=O)(=O)c1ccccc1
-1 | C/C(=N\NC(=O)c1ccc([N+](=O)[O-])cc1)c1cccc([N+](=O)[O-])c1
2 | C=CCN(C)C(C#Cc1ccccc1)c1ccccc1C(F)(F)F (stereo not given)
-3 | Cn1c(=O)c2c(nc(CN3CCN(C(=O)c4ccco4)CC3)n2Cc2ccc(F)cc2)n(C)c1=O
2 | CCc1c(O)nc(SCC(=O)Nc2ccccc2OC)[nH]c1=O
0 | CC(C)CCC1(C)NC(=O)N(CC(=O)Nc2ccc3c(c2)OCCO3)C1=O (stereo not given)
2 | Cc1ccccc1OCc1nc2ccccc2c(=O)n1/N=C/c1c[nH]c2ccccc12
1 | COc1ccc(CNC(=O)c2ccc(N3CCC4(CC3)CC(c3ccc(Cl)cc3)=NO4)c(NC(=O)Cc3ccc(F)cc3)c2)cc1
1 | Cc1ccnc(NC(=O)COC(=O)C23CC4CC(CC(C4)C2)C3)n1
4 | CCn1c(SCC(=O)NC2CCCCC2)nnc1-c1cc2cccc(OC)c2o1
-2 | COc1ccc(OC)c(NC(=O)CSc2nncc3ccc(OC)c(OC)c23)c1
-3 | Cc1cccc(NC(=O)CSc2nnc(CNC(=O)c3ccc(S(=O)(=O)N(C)C)cc3)n2-c2ccccc2)c1
3 | O=C1CCC/C=C\C[C@@H](CC(=O)N(CCO)Cc2ccccc2)C(=O)NCCO1
5 | O=C(/C=C/c1ccc(Cl)cc1)N(Cc1ccccc1)C1CCS(=O)(=O)C1 (stereo not given)
0 | COC(=O)[C@H](C)NC(=O)C(Cc1ccc2c(c1)OCO2)NC(C)=O (stereo not given in full)
-1 | O=C(Cn1nc(C(=O)O)c2ccccc2c1=O)Nc1cccc(S(=O)(=O)N2CCOCC2)c1

Random excerpt: 3 entries already listed.
TbREL1 primary | Molecule
1 | Cc1ccnc(NC(=O)COC(=O)C23CC4CC(CC(C4)C2)C3)n1
6 | Cc1cc(Cl)ccc1NC(=O)COC(=O)CCNS(=O)(=O)c1ccccc1
-1 | CC(CC(=O)N1CCN(c2ccc(C(F)(F)F)cn2)CC1)n1ccnc1 (stereo not given)

(more compounds)
TbREL1 primary | Molecule
2 | O=C(Nc1nc2ccc(F)cc2s1)C1CCCO1 (stereo not given)
2 | c1coc(-c2nc3nc4ccccc4nc3n2CC2CCCO2)c1 (stereo not given)
3 | Cc1ccc(S(=O)(=O)N(C)CC(=O)NNC(=O)Cc2ccccc2F)cc1
-2 | CCOC(=O)c1cnc(SCC(=O)Nc2cc(OC)cc(OC)c2)nc1N
-2 | CC1=NNC(=O)C1CCC(=O)N/N=C\c1ccc(Cl)c(Cl)c1 (stereo not given)
-1 | CC(C)(C)OC(=O)N1CCC(NC(=O)c2[nH]cnc2C(=O)Nc2ccon2)CC1
1 | CCN(CC)CC(=O)Nc1sc2c(c1C(=O)c1ccccc1OC)CCC2
-4 | CCCNC(=O)C1(C)CCCN(Cc2ccc(Oc3ccccc3)cc2)C1 (stereo not given)
-2 | COc1ccc(C2CC(c3ccccc3)=NN2C(=O)COC(=O)c2cccc(N)c2)cc1 (stereo not given)
-1 | Cc1ccc(-n2c(Cc3cccs3)nnc2SCc2ccc([N+](=O)[O-])cc2)cc1
2 | N#Cc1nc(-c2cccs2)oc1NCc1ccc2c(c1)OCO2
1 | N/C(=N\OC(=O)c1cccc(Cl)c1)c1ccccn1
7 | CN(C)CCCN(C(=O)c1cc(Cl)sc1Cl)c1nc2cc3c(cc2s1)OCO3
5 | CCN(C(=O)Cn1c(=O)oc2ccccc21)C1CCS(=O)(=O)C1 (stereo not given)
10 | CCc1cccc(NC(=O)CN(C)S(=O)(=O)c2cccs2)c1
4 | OC1C2(Cc3ccccc3)CN3CCN(C2)CC1(Cc1ccccc1)C3 (stereo not given)
-2 | O=C(C1CCCN(S(=O)(=O)c2cccc3nonc23)C1)N1CCN(c2ccccc2Cl)CC1 (stereo not given)
21* | COc1ccc(C[C@H]2CN3C(=NC[C@@H]3Cc3ccccc3)N2CCNC(=O)CCC2CCCCC2)cc1
1 | CCOC(=O)CNS(=O)(=O)Cc1ccccc1
2 | COC(=O)Cn1c2[n+](c3ccccc31)CC(O)CS2 (stereo not given)
3 | COc1ccc(-c2sc3ccc(-c4ccc5c(c4)OCO5)cc3c2-c2ccc(OC)nc2)cc1
0 | CSc1ccc(NC(=O)NCCN2CCc3ccccc3C2)cc1
0 | Cn1c(O)c(N=NC(=O)c2ccco2)c2ccccc21
-1 | COc1ccc(S(=O)(=O)Nc2ccc(NC(C)=O)cc2)cc1
0 | CCOc1ccccc1OCC(=O)Nc1cccc(S(=O)(=O)N2CCCCCC2)c1
3 | CC(=O)Nc1cc(-c2cccc(C)c2)cn2c(-c3ccc(S(C)(=O)=O)cc3)cnc12
1 | COc1ccc(C(=O)c2no[n+]([O-])c2C(=O)c2ccc(OC)cc2)cc1
0 | CCn1cc(Br)c(C(=O)NN)n1
3 | CC(/C=C/C(=O)c1ccc(C)cc1)=C\c1ccccc1
-3 | COc1ccc(NC(=O)C(NS(=O)(=O)c2ccc3c(c2)CCCN3C(C)=O)C(C)C)c(OC)c1 (stereo not given)
5 | CCCCn1c(N)c(N(CC(C)C)C(=O)c2cccc(S(=O)(=O)N3CCN(C)CC3)c2)c(=O)[nH]c1=O
-2 | O=C(NCCC(=O)N(Cc1ccco1)Cc1cccs1)c1ccc(Br)cc1
-2 | CCC(=O)Nc1nnc(C)s1
-4 | O=C(O)c1ccc(NCc2nc3ccccc3n2CCOc2ccccc2Cl)cc1
2 | CC(C)C1Nc2ccc(S(=O)(=O)N3CCOCC3)cc2NC1=O (stereo not given)
2 | CC(=O)Oc1cc(C)cc2oc(=O)cc(-c3ccccc3)c12
2 | CC(NC(=O)c1ccccc1F)C12CC3CC(CC(C3)C1)C2 (stereo not given)
1 | CCOc1ccc(S(=O)(=O)NCC2CCCO2)cc1NC(=O)c1ccccc1F (stereo not given)
-3 | COc1cc([C@H]2OC[C@H]3[C@@H]2CO[C@H]3c2ccc(O)c(OC)c2)ccc1O
2 | COC(=O)[C@]12CCCCC=C1N(Cc1ccc3c(c1)OCO3)C(=O)[C@H](CC(=O)NCC1CCCCC1)C2
-2 | CCCc1ccc2oc(C(=O)N3CCN(CCC(N)=O)CC3)c(C)c2c1
1 | Cc1cc(C)n(-c2nc(-c3cccc(Cl)c3)cs2)n1
-1 | Cc1ccc(OCCNC(=O)C2CC(=O)N(Cc3ccccc3)C2)cc1 (stereo not given)
-3 | CC(C)=CCC[C@](C)(OC1OC(COC2OCC(O)C(O)C2O)C(O)C(O)C1O)C1CC[C@]2(C)C1C(O)CC1[C@@]3(C)CCC(O[C@@H]4O[C@H](CO)C(O)C(O)C4O[C@@H]4OC(CO)C(O)C(O)C4O)C(C)(C)C3CC[C@]12C (stereo not given in full)
-1 | CCOC(=O)c1sc(=S)n(-c2ccccc2)c1SC
9 | Cc1cc(C)nc(N(C#N)Cc2ccccc2Cl)n1
1 | Cc1noc(C)c1C(=O)N(CC(=O)Nc1ccccc1Br)Cc1ccco1
1 | O=C(NCC(=O)N(Cc1ccco1)C(C(=O)NC1CCCC1)c1cccnc1)c1ccco1 (stereo not given)
1 | Cc1ccc(S(=O)(=O)N2CCN(C)CC2)c2nsnc12
-2 | Cc1c(CCO)c(=O)n(C)n1C(=O)c1ccc(Cl)cc1

Among those listed so far, these contain a furan ring, fused or not:
TbREL1 primary | Molecule
-5 | O=C(c1sc2ccccc2c1Cl)N(Cc1ccco1)C1CCS(=O)(=O)C1 (stereo not given)
-5 | C=C(C)CC(NCc1ccco1)c1ccc(OC)cc1 (stereo not given)
-5 | Cc1nn(Cc2ccc(Cl)cc2)c(C)c1NC(=O)c1cc(-c2ccco2)on1
1 | COc1ccc(OC)c(C(C(=O)NC2CCCCC2)N(Cc2ccco2)C(=O)c2ccccn2)c1 (stereo not given)
-2 | COc1nc(NCc2ccco2)nc(N2CCC(C)CC2)n1
-2 | Cc1ccc(C(=O)N/C(=C\c2ccc(-c3cccc([N+](=O)[O-])c3)o2)C(=O)NC(C)(C)C)cc1
4 | O=C(COC(=O)c1ccc(Br)o1)Nc1ncc([N+](=O)[O-])s1
-3 | Cn1c(=O)c2c(nc(CN3CCN(C(=O)c4ccco4)CC3)n2Cc2ccc(F)cc2)n(C)c1=O
4 | CCn1c(SCC(=O)NC2CCCCC2)nnc1-c1cc2cccc(OC)c2o1
2 | c1coc(-c2nc3nc4ccccc4nc3n2CC2CCCO2)c1 (stereo not given)
0 | Cn1c(O)c(N=NC(=O)c2ccco2)c2ccccc21
-2 | O=C(NCCC(=O)N(Cc1ccco1)Cc1cccs1)c1ccc(Br)cc1
-2 | CCCc1ccc2oc(C(=O)N3CCN(CCC(N)=O)CC3)c(C)c2c1
1 | Cc1noc(C)c1C(=O)N(CC(=O)Nc1ccccc1Br)Cc1ccco1
1 | O=C(NCC(=O)N(Cc1ccco1)C(C(=O)NC1CCCC1)c1cccnc1)c1ccco1 (stereo not given)
